BRCA1 expr up = increases BRCA1 expression. actives 1.1% (n = 380,000). MCF7-BRCA1-FFLuc reporter, luminescence, 48 h; response scale: scaled: vehicle 0%, 10 µM genistein 100%. Potency, µM (titrated, usually from 46.1 µM), inactives show at the highest dose activation, most hits filed as activators; note: potency is the fitted concentration of half-maximal effect; nearly all actives have a fitted effect of over 80% in size; some results filed as inactive show a strong effect at the top dose
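Quantitative HTS in MCF7 cells stably reporting BRCA1 expression via firefly luciferase. Compound treatment lasts 48 h at 37 °C in phenol-red free MEM. Activation is expressed relative to genistein at 10 microM and DMSO.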
B2AR arrestin = agonists driving beta-arrestin recruitment to human beta2-adrenergic receptor; beta-arrestin recruitment to beta2AR, cell-based reporter; Potency, µM (doses to about 46.1 µM), inactives show at the top dose activation, hits mostly activators; AID 492947; actives 0.02% (n = 330,000); P07550;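 note: potency is the fitted concentration of half-maximal effect; 0% = DMSO controls and full agonism = EC100 isoproterenol or metaproterenol; nearly all actives have a fitted effect of over 65% in size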
Target sequence (P07550 whole entry, looked up): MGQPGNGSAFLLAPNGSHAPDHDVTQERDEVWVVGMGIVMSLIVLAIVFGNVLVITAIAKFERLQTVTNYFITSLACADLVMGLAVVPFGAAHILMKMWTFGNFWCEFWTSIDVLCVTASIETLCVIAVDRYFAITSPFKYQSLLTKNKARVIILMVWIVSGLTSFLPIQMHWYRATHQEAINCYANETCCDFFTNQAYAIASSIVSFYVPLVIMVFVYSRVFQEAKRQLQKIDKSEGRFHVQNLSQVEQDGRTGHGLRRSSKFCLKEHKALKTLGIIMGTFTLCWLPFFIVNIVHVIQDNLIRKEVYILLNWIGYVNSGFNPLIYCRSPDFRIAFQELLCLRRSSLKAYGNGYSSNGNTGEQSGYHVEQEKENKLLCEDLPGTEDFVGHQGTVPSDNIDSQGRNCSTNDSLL
Integrin act MD = activates integrin-mediated alleviation for muscular dystrophy; alpha7betagal myoblasts, beta-gal FDG fluorescence, 48 h; actives 0.064% (n = 350,000); Potency, µM (top dose mostly 38.3 µM), for the others: at the highest dose activation, hits mostly activators;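 note: potency is the fitted concentration of half-maximal effect; 100% = response of the positive control SU9516; nearly all actives have a fitted effect of over 60% in size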
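Alpha7betagal+/- myoblasts (passage 13) were plated 16-24 hr, then exposed to compounds (1:260 dilution of DMSO stock) for 48 hours at 37C. After MPER lysis, β-galactosidase reporter activity was read as FDG fluorescence (ex 480/em 540) after 30 minutes.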
TRPV1 agonist = activates the human vanilloid receptor TRPV1 | Q8NER1 | TRPV1-expressing cells, Fluo-8 calcium influx, agonist mode | activation, % at 8.33 µM | actives 0.19% (n = 320,000); in the data active = activation above about 80%; inconclusive = between about 30% and that limit; note: 0% is about no effect
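Fluo-8 calcium influx in TRPV1-expressing cells, kinetic read (ex 480/em 520 nm). Compound added and read 3 min for agonist activity, followed by capsaicin at EC20 final and 2 min further read for enhancement.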
PTAP TSG101 blk = blocks PTAP/TSG101 interaction to inhibit HIV-1 budding. Q99816. Fluorescence polarization, FITC-PTAP peptide / Tsg101 binding. Potency, µM (series often up to 115 µM), for the others: at the highest dose activity change, negative = inhibition, actives largely listed as inhibitors. 340,000 tested, under 10 active; active = well fitted inhibition curve with a large enough effect in the main read-out, with a control signal flat, not every such curve was filed as active; inconclusive = small, poorly fitted or top-dose-only effect, or effect the other way, or a change in a side signal; inactive = no such curve, though single readings can be large or run the other way; note: potency is the fitted concentration of half-maximal effect; % of control where 0% means no effect
Target sequence (Q99816 whole entry, looked up): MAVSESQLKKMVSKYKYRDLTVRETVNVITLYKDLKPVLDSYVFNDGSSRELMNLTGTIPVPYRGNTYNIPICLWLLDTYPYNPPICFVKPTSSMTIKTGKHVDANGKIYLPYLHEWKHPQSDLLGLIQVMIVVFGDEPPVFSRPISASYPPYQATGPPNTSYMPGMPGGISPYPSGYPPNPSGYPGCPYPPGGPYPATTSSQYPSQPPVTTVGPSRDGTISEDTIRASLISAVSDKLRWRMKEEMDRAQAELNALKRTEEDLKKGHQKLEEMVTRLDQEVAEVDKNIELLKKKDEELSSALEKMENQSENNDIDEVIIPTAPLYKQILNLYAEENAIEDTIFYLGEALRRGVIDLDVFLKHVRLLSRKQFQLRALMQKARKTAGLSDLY
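Fluorescence anisotropy tracks displacement of a FITC-tagged PTAP peptide (50 nM) from the Tsg101 binding domain (10 uM), following a 20 min room-temperature incubation at pH 7.5.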
AT treatment = potential ataxia-telangiectasia treatments restoring KAP-1 phosphorylation; […] A-T fibroblasts, KAP-1 phosphorylation AlphaLISA; neocarzinostatin DNA damage 30 min before lysis; Potency, µM (titrated, usually from 57.5 µM), for the others: top-dose activation, hits mostly activators; AID 485349; actives 0.19% (n = 320,000); note: potency is the fitted concentration of half-maximal effect; % of control where 0% means no effect; nearly all actives have a fitted effect of over 45% in size
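hTERT-immortalized A-T patient fibroblasts ([…]), 500 cells/well in OPTI-MEM, 1% FBS, got compounds for 60 min, then NCS for 30 min at 37C. Lysates were then assayed for phospho-KAP-1 by AlphaLISA (anti-pKAP1 donor, anti-KAP1 acceptor beads), 6 hr at 25C.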
MLL CXXC-DNA inh = inhibitors of human MLL CXXC domain-DNA interaction; Q03164; MLL-CXXC / FITC-HOXA9 DNA fluorescence polarization; Potency, µM (top dose mostly 115 µM), without a hit: top-dose activity change, negative = inhibition, usual class: inhibitors; actives 0.037% (n = 290,000); active = well fitted inhibition curve with a large enough effect in the polarisation, with a control signal flat, not every such curve was filed as active; inconclusive = small, poorly fitted or top-dose-only effect, or effect the other way, or a change in a side signal; inactive = no such curve, though single readings can be large or run the other way; the % refers to the polarisation; note: potency is the fitted concentration of half-maximal effect
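Purified MLL-CXXC (added from a 7 uM solution) was preincubated 5 min at ambient with pinned compounds in 50 mM Tris-HCl pH 7.5, 50 mM NaCl, 1 mM DTT, 0.05% BSA. Fluorescein-labeled HOX-A9 DNA (50 nM solution) followed, 30 min, then polarization read.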
ELG1 repair inh = blocks ELG1-dependent DNA repair in HEK293T cells | HEK293T ELG1-luciferase reporter, luminescence, 16 h; DNA damage induced by 5-fluorouridine | AID 504467 | Potency, µM (titrated, usually from 46.1 µM), inactives show at the highest dose activity change, negative = inhibition, most hits filed as inhibitors | actives 2.3% (n = 330,000); note: potency is the fitted concentration of half-maximal effect; % is set by controls: 0 for no effect and ±100 for the full control effect; nearly all actives have a fitted effect of over 55% in size
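Overnight (16 hr) co-exposure of 2,000 cells/well to 5-fluorouridine and compound at 37 °C preceded detection. Luciferase was quantified via ONE-Glo luminescence; loss of signal denotes inhibition.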
p53 reactivator = re-activators of mutant p53; H1299 p53-A138V BP100-luciferase reporter, luminescence, 24 h; Potency, µM (series often up to 92.2 µM), for inactives: at the highest dose activity change, positive = activation, most hits filed as activators; actives 0.063% (n = 320,000); AID 504706; note: potency is the fitted concentration of half-maximal effect; % of control where 0% means no effect; nearly all actives have a fitted effect of over 45% in size
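p53-null H1299 cells stably carrying temperature-sensitive p53-A138V and a BP100-luciferase reporter were pinned with compounds (4-point, 1:5 series) and held 24 hrs at 37 deg C. Luminescence was read 10 min after detection reagent.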
TCR activator = T cell receptor activation | AID 504894 | primary human leukocytes, anti-CD3, IL-2 HTRF, 48 h | Potency, µM (highest dose often 9.22 µM), inactives show at the highest dose activation of IL-2 secretion, most hits filed as activators | 330,000 tested, under 10 active; note: % of control where 0% means no effect
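1) Mix primary human leukocytes, a-CD3 beads and compound. 2) Incubate 48 hr. 3) Add HTRF IL-2 reagents (a-IL-2-K, a-IL-2-d2).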
Active calls of the source: *; u = inconclusive; x = no result given; [ ] = remark or other dose. Unless noted, calls come from the whole dose curve; as a rule, active = well fitted curve in the direction sought with a large enough effect; inconclusive = small, poorly fitted or top-dose-only effect, or another doubt; inactive = no such curve, though single readings can be large; an effect the other way counts as inactive or inconclusive.

nr	SMILES	BRCA1 expr up	B2AR arrestin	Integrin act MD	TRPV1 agonist	PTAP TSG101 blk	AT treatment	MLL CXXC-DNA inh	ELG1 repair inh	p53 reactivator	TCR activator
1	Cc1ccc(-c2nnc(NC3CCCCC3)c3ccccc23)cc1S(=O)(=O)N1CCN(C)CC1	-54%	0.3%	-6%	4	0%	x	-4%	23µM*	-2%	8%
2	CCN(N)C(=S)Nc1ccc(F)cc1	16%	0.2%	-8%	1	0%	7%	4%	-3%	3%	-1%
3	CC1(C)Cc2c(cnn2-c2cccc(F)c2)C(NC(=O)CN2CCCC2=O)C1 (configuration not stated)	0%	0.2%	15%	3	-4%	-7%	11%	0%	16%	-4%
4	CCn1c(COc2ccccc2)nnc1SCc1ccc(C#N)cc1	8%	-4.1%	4%	26	-3%	2%	-5%	-27%	-7%	-15%
5	c1cc(Nc2cccc3nccnc23)c2nccnc2c1	-15%	0.2%	-38%	-1	3%	-13%	17%	8%	0%	-34%
6	COc1ccc(CNC(=O)CCN2C(=O)c3ccccc3S2(=O)=O)cc1	2%	-0.3%	5%	1	-3%	-1%	x	13%	-9%	7%
7	O=C(COC(=O)C1CCN(C(=O)c2ccc(Cl)cc2)CC1)NC1CCS(=O)(=O)C1 (configuration not stated)	7%	0.4%	u	1	-3%	-2%	10%	3%	6%	1%
8	C=CCOC(=O)C1=C(C)NC(SC)=C(C#N)C1c1cccs1 (configuration not stated)	-66%	-4.3%	-42%	0	-9%	3%	-7%	-19%	-8%	3%
9	CC(C)[C@H]1COC(NC2=N[C@@H](C(C)C)CO2)=N1	7%	3.9%	2%	0	x	9%	0%	10%	9%	1%
10	CCCc1nc(SCC(=O)N2CCCC2)c2ccccc2n1	-8%	-0.5%	-47%[inhibitor]	10	-3%	3%	-8%	u	3%	-1%
11	O=C(CNC(=O)c1ccccc1)OCC(=O)c1ccc(Cl)s1	-19%	-0.2%	15%	4	-1%	3%	x	26%	9%	1%
12	COc1ccc(S(=O)(=O)N2CCOCC2)cc1NC(=O)CCNC(=O)c1ccc([N+](=O)[O-])cc1	9%	0.2%	3%	-1	-4%	-6%	x	u	16%	9%
13	O=C(NC1CCCCC1)N1CCc2ccccc21	11µM*	0.4%	4%	2	-2%	2%	1%	u	u	0%
14	COc1ccc(NC(=O)NNC(=O)COc2ccc3cc(Br)ccc3c2)cc1	17%	-0.9%	65%	-4	0%	11%	41%[activator]	u	u	2%
15	Cc1ccc(/C=C/S(=O)(=O)NCC(=O)OCC(=O)Nc2c(F)cccc2F)cc1	15%	12%	-50%[inhibitor]	-1	1%	-9%	x	2%	12%	-25%
16	CCc1noc(C)c1C(=O)NNC(=O)c1cc(OC)cc(OC)c1	6%	-1.7%	-10%	2	-3%	-3%	x	-2%	-12%	-20%
17	O=C(c1cc(COc2ccc(F)cc2F)on1)N1CC[C@@H]2CCCC[C@H]2C1	5%	-0.6%	-10%	u	x	0%	-2%	5%	-1%	-6%
18	COC(=O)C1=C(CSc2nnnn2C)NC(=O)NC1c1cc(C)ccc1C (configuration not stated)	2%	-0.3%	-18%[1.53 µM]	2	2%	12%	10%	5%	-4%	-1%
19	N#Cc1cc2c(=O)n3ccccc3nc2n(-c2ccccc2Cl)c1=O	-35%	-0.1%	6%	-1	-10%	-5%	-4%	u	-6%	-8%
20	Cc1nnc(SCc2ccccc2C#N)n1-c1ccccc1	-11%	0.0%	-4%	3	-5%	u	-7%	9%	0%	-14%
21	Cn1cc(S(=O)(=O)N2CCN(c3ccccc3F)CC2)c(=O)n(C)c1=O	0%	0.1%	-5%	3	2%	3%	-5%	9%	1%	2%
22	COc1cc(C(CC(=O)Nc2ccc(C)cn2)N2Cc3ccccc3C2=O)cc(OC)c1OC (configuration not stated)	-21%	0.1%	-17%	28	-1%	6%	52%[activator]	-2%	-1%	-8%
23	NS(=O)(=O)c1ccc(CCNC(=O)CN2C(=O)c3ccccc3S2(=O)=O)cc1	-1%	-0.4%	1%	2	-1%	-6%	x	8%	5%	4%
24	CC(C)CNC(=O)C(=O)NCC1OCCN1S(=O)(=O)c1cccs1 (configuration not stated)	-3%	x	-7%	x	-2%	x	x	x	x	-2%
25	O=C(COc1ccccc1)NCCS(=O)(=O)N1CCN(c2ccccc2)CC1	2%	-2.7%	-13%	2	0%	3%	x	-8%	-9%	-46%
26	COc1cc(NC(=O)c2ccc(C)c([N+](=O)[O-])c2)ccc1NC(=O)c1ccco1	x	-0.8%	x	-2	x	8%	0%	u	-3%	x
27	Cc1ccc2[nH]cc(CCNS(=O)(=O)c3ccc(F)cc3)c2c1	0%	-0.1%	-6%	4	-3%	-12%	24%	1%	10%	8%
28	C=CCn1c(CNS(=O)(=O)c2ccc(Br)cc2)nnc1SC	2%	0.5%	u	2	1%	3%	18%	-2%	9%	2%
29	S=C(NCc1ccccc1)N1CCn2cccc2C1c1cccnc1 (configuration not stated)	-24%	0.2%	-11%	24	-3%	0%	14%	u	1%	1%
30	CCCN(C(=O)COC(=O)CCOc1ccccc1C)c1c(N)n(Cc2ccccc2)c(=O)[nH]c1=O	-24%	0.2%	u	1	3%	1%	22%	-4%	-11%	-5%

(continued)
nr	SMILES	BRCA1 expr up	B2AR arrestin	Integrin act MD	TRPV1 agonist	PTAP TSG101 blk	AT treatment	MLL CXXC-DNA inh	ELG1 repair inh	p53 reactivator	TCR activator
31	CNC(=O)c1csc(-c2ccc(C)cc2)n1	96%	0.1%	2%	81*	1%	-1%	-13%	u	u	1%
32	COc1ccccc1CC(=O)Nc1nc(-c2ccc(F)c(F)c2)cs1	-2%	-0.1%	u	24	-10%	4%	-1%	15%	6%	-10%
33	CCOc1cccc(CN2CCN(CCCc3ccccc3)C(CCO)C2)c1O (configuration not stated)	-2%	-0.5%	-15%	-5	-7%	-6%	4%	-4%	3%	-6%
34	Cc1ccc(S(=O)(=O)Nc2ccnc(-c3cccnc3)n2)cc1	-9%	0.2%	u	1	-4%	3%	15%	5%	-1%	-1%
35	COc1cc(CNCc2ccccn2)ccc1OCC(N)=O	6%	-0.5%	-7%	x	0%	14%	4%	u	-8%	x
36	O=C(O)c1ccccc1Nc1ccc2nonc2c1[N+](=O)[O-]	-1%	-0.8%	29%	-1	-2%	-14%	-20%	0%	0%	-5%
37	CC(C)=NN1C(=O)c2ccccc2NC1(C)C	-2%	-0.4%	1%	0	2%	18%	1%	6%	4%	0%
38	COc1ccc(C(=O)CC(CC(=O)c2ccc(OC)cc2)C(=O)O)cc1	1%	-2.5%	19%	-6	2%	-3%	x	u	7%	-1%
39	Brc1c(-c2ccc3c(c2)OCO3)nc2ncccn12	19%	-0.6%	38%	3	-6%	6%	7%	u	6%	2%
40	Cc1ccccc1-n1ncc2c(SCC(=O)NC3CCCC3)ncnc21	-39%	-0.2%	-60%[inhibitor]	3	0%	-3%	2%	u	5%	0%
41	CC(=O)Nc1ccc(/C=N/NC(=S)NC(C)C)cc1	-42%	0.0%	-2%	1	-5%	1%	-6%	15%	4%	-16%
42	CCCCc1nnc(NC(=O)COc2ccc3c(C)cc(=O)oc3c2)s1	x	0.0%	x	x	x	-2%	6%	-3%	0%	x

In another format: entries from further up
[38] COc1ccc(C(=O)CC(CC(=O)c2ccc(OC)cc2)C(=O)O)cc1
[39] Brc1c(-c2ccc3c(c2)OCO3)nc2ncccn12

compound no.	38	39
BRCA1 expr up	1%	19%
B2AR arrestin	-2.5%	-0.6%
Integrin act MD	19%	38%
TRPV1 agonist	-6	3
PTAP TSG101 blk	2%	-6%
AT treatment	-3%	6%
MLL CXXC-DNA inh	x	7%
ELG1 repair inh	u	u
p53 reactivator	7%	6%
TCR activator	-1%	2%

An excerpt from above with just TRPV1 agonist and TCR activator.
no.	Compound	TRPV1 agonist	TCR activator
36	O=C(O)c1ccccc1Nc1ccc2nonc2c1[N+](=O)[O-]	-1	-5%
37	CC(C)=NN1C(=O)c2ccccc2NC1(C)C	0	0%
38	COc1ccc(C(=O)CC(CC(=O)c2ccc(OC)cc2)C(=O)O)cc1	-6	-1%
39	Brc1c(-c2ccc3c(c2)OCO3)nc2ncccn12	3	2%
40	Cc1ccccc1-n1ncc2c(SCC(=O)NC3CCCC3)ncnc21	3	0%
